DNA FID counter – fluorescent intercalator displacement, NS3 helicase counter-screen. hit rate 0.17% among 290,000. AID 1845. DNA fluorescent intercalator displacement, fluorescence. inhibition, % at 7.9 µM; in the data active = inhibition above about 37%;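 also: 0% = vehicle and 100% = reference compound; higher means more ethidium bromide displaced from hairpin DNA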
GPR7 antagonist – antagonists of human GPR7 (neuropeptides B/W receptor 1) | P48145 | GPR7-expressing cells, fluorescence antagonist assay | inhibition, % at 4.4 µM | hit rate 1.1% among 290,000 | AID 1861; in the data active = inhibition above about 16%, passing the limit was not always enough;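 also: cells stimulated with the agonist NPW; 0% = agonist with vehicle and 100% = vehicle without agonist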
V1aR counter – activates human V1a receptor in oxytocin agonist counter-screen; activation, % at 3 µM; P37288; hit rate 0.25% among 320,000; CHO-V1R cells, Fluo-8 calcium fluorescence, agonist mode; 0% DMSO, 100% 3 nM vasopressin; AID 2797;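 active = activation above the mean activation of all tested compounds plus 3 SD, per screening run, cut at about 20% in these data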;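 also: signal is peak over basal fluorescence ratio across a 100 second FLIPR read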
Target sequence (P37288 whole entry, looked up): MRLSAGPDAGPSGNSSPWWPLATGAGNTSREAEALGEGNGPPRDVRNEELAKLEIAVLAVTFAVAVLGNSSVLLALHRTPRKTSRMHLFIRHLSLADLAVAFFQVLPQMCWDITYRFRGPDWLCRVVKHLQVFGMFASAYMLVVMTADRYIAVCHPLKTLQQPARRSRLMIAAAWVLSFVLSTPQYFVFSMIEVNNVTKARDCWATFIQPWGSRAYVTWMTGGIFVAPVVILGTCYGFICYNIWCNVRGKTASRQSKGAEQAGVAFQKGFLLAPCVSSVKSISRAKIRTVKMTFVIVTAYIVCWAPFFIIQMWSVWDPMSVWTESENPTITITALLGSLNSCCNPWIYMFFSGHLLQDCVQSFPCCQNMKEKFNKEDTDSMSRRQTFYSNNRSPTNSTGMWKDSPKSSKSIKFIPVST
VIM-2 inhibitor – inhibitors of Pseudomonas aeruginosa VIM-2 metallo-beta-lactamase | hit rate 0.89% among 290,000 | purified VIM-2, nitrocefin hydrolysis, epi-absorbance fluorescence | inhibition, % at 5.6 µM;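 active = inhibition above the mean of all tested compounds plus 3 SD, cutoff set per screening run, cut at about 7.5% in these data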;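 also: red hydrolysis product quenches plate fluorescence so inhibitors raise well fluorescence; 0% = enzyme with DMSO and 100% = DMSO without enzyme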
IMP-1 inhibitor – blocks Pseudomonas aeruginosa IMP-1 metallo-beta-lactamase; inhibition, % at 5.6 µM; AID 1556; purified IMP-1, nitrocefin hydrolysis, epi-absorbance fluorescence; hit rate 0.45% among 290,000;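 active = inhibition above the mean plus 3 SD of all compounds in the same screening run, cut at about 4.5% in these data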;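 also: 0% = IMP-1 with DMSO and 100% = DMSO wells lacking enzyme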
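System: Purified recombinant IMP-1 metallo-beta-lactamase enzyme | Measured by: Fluorescence quenching readout, ex 480/em 530 nm | Replication: Singlicate | Incubation: 15 min preincubation plus 25 min reaction at 25 °C | Evaluation: Percent inhibition from optical density relative to buffer-blank wells | Benchmarks: DMSO with and without IMP-1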
OXTR agonist – activates the human oxytocin receptor; AID 2435; CHO-OTR cells, Fluo-8 calcium fluorescence; normalized: DMSO 0%, oxytocin 100%; P30559; hit rate 0.32% among 320,000; activation, % at 3 µM;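 active = activation above the mean of all tested compounds plus 3 SD, cutoff set per screening run, cut at about 20% in these data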;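 also: peak over basal fluorescence ratio from a 100 s FLIPR kinetic read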
Target sequence (P30559 whole entry, looked up): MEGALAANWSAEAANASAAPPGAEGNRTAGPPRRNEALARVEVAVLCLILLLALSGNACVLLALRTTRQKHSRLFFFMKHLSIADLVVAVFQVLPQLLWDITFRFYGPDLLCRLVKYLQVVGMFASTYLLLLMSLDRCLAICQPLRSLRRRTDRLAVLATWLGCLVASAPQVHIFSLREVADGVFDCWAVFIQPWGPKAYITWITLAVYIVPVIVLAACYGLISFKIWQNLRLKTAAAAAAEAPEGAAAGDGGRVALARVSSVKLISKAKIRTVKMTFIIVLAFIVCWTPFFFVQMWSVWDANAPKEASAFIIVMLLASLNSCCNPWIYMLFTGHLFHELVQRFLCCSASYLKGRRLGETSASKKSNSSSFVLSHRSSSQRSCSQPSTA
NS3 helicase inh – HCV NS3 helicase inhibition; NS3 helicase DNA unwinding, Cy5 molecular beacon fluorescence; inhibition, % at 10.9 µM; hit rate 0.56% among 290,000; AID 1800;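 active = inhibition above the mean of all tested compounds plus 3 SD, set per campaign, cut at about 35% in these data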;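 also: 0% = DMSO wells and 100% = thioflavine S control wells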
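Control set: DMSO versus 110 µM thioflavine S; Material: NS3 helicase fragment of HCV; Measured by: Cy5 fluorescence at 0 and 60 min, beacon hairpin quenching; Read-out basis: percent inhibition from t60/t0 fluorescence ratio; Times: reaction time 60 min, 25 °C; Repeats: single replicate; Compound dosing: single dose, 10.9 µM nominal final, DMSO 0.8% final.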
GalR3 antag – blocks the human galanin receptor 3 | HEK293 GalR3-CNG cAMP membrane potential fluorescence; galR3 body fused to GalR1 C-terminus | O60755 | inhibition, % at 3 µM | hit rate 0.44% among 360,000;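 active = inhibition above the screen-wide average plus 3 SD, cut at about 13% in these data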;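 also: forskolin and galanin both at EC90 stimulate the cells; cAMP rise reported by CNG channel membrane potential dye signal; 0% = forskolin plus galanin with DMSO and 100% = forskolin alone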
PHOSPHO1 block – inhibitors of human PHOSPHO1 phosphatase. Q8TCT1. recombinant PHOSPHO1, absorbance phosphatase assay. inhibition, % at 13.3 µM. hit rate 1.1% among 290,000. AID 1565; in the data active = inhibition above about 60%
Target sequence (Q8TCT1 whole entry, looked up): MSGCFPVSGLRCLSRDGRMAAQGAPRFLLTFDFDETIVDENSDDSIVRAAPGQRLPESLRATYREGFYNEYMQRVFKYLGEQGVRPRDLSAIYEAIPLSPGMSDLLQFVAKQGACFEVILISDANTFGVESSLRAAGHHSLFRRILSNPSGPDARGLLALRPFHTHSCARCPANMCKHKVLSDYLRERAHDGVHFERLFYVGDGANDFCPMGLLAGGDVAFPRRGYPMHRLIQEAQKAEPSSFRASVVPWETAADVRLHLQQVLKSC
Starred values were filed as active, the others as inactive; / = no result given; & = joins results of further samples.

SMILES	DNA FID counter	GPR7 antagonist	V1aR counter	VIM-2 inhibitor	IMP-1 inhibitor	OXTR agonist	NS3 helicase inh	GalR3 antag	PHOSPHO1 block
O=C(Nc1ccccc1)c1cccnc1NCCc1ccccc1	-5	-7	-0.2	-2.3	-2.7	-2.0	6	-3	-7
CN1CCC(N(CCc2ccccc2)C(=O)CCC(=O)O)CC1	-3	-5	1.2	-1.1	-1.9	1.2	3	-3	19
COc1ccc(C(=O)Nc2ccc(-c3nnn(CC(=O)NCc4ccco4)n3)cc2)cc1	-6	-12	0.1	-1.9	-3.1	1.1	13	-9	40
COc1ccc(-c2cc(N3C(=O)Nc4ccccc4N3O)n[nH]2)cc1OC	-13	-7	-0.3	0.1	-1.8	-1.8	-10	2	-9
Cc1ccc(NC(=O)CSc2nnc(-c3cccnc3)n2CCN2CCCCC2)cc1	-11	-14	-0.2	-0.7	-1.6	-0.8	4	0	-7
CC(C)OCCCNC(=O)CCN1C(=O)COc2ccccc21	0	-13	0.1	-3.3	-4.2	-0.5	-7	0	39
CC(C)C(=O)N1CCN(c2c(Cl)cccc2[N+](=O)[O-])CC1	-9	13	0.7	-1.0	-0.1	-0.5	-2	-4	39
CC(c1ccco1)N(C(=O)c1cccc(S(=O)(=O)N(C)C)c1)c1ccccn1 (stereo unspecified)	-14	-12	0.4	1.3	-0.1	1.3	0	-7	10
CCOCCCNC(=O)N[C@H](C(=O)OC)C(C)CC (stereo partly specified)	0	-12	0.8	-2.5	-1.6	-2.6	0	-4	41
N#Cc1ccc(C(=O)N(Cc2ccccc2)c2ccccc2)cc1	-29	6	0.3	-5.7	-4.2	-0.8	11	-8	11
COc1ccc(C(=O)NCC(=O)OCc2ccccc2F)cc1	-4	-2	-0.6	-0.5	-0.5	-1.6	-2	2	30
COC(=O)c1ccccc1NC(=O)c1cc[n+]([O-])cc1	-2	-4	1.0	-0.8	-3.0	-0.4	3	-6	11
O=C(CN1C(=O)NC2(CCc3ccccc3C2)C1=O)NCc1ccco1 (stereo unspecified)	5	-9	0.1	-5.9	-3.9	-0.4	1	-4	-20
COc1ccc(CNC(=O)C(=O)NCC2OCCN2S(=O)(=O)c2ccc3c(c2)OCCO3)cc1 (stereo unspecified)	-6	-14	0.9	-0.3	-1.9	1.5	-3	/	-4
O=C(N/N=C/c1cccnc1)c1ccccc1	-1	-6	-0.9	-1.9	-2.5	0.1	-7	-10	42
CN(Cc1ccccc1)C(=O)Cc1ccccc1	-3	-5	-0.3	-1.9	-1.9	-0.9	1	-10	25
CC(=O)NN1CCc2cc3ccc(C)cc3nc21	-1	-17	1.6	-0.6	-2.3	0.5	2	-3	42
O=S(=O)(c1ccccc1)c1cccc(S(=O)(=O)N2CCCCC2)c1	-8	-9	3.3	-1.1	-1.3	1.5	-1	-4	-30
CCn1c(SCC(=O)c2ccc(OC)cc2)nnc1C(C)NC(=O)c1ccc(OC)cc1 (stereo unspecified)	-12	-7	-0.7	-2.4	-4.2	-1.0	3	0	11
CCn1nnnc1Oc1ccc(Cl)cc1	-1	-7	-0.1	-4.3	-5.1	-0.4	4	-4	47
COc1ccc(C2C(C(=O)Nc3ccccn3)=C(C)Nc3ncnn32)c(OC)c1 (stereo unspecified)	-9	-13	0.4	-3.4	-2.2	0.5	7	0	2
CC[N+](C)(CC)CC(=O)OCC1C(C)C=C(C)CC1C (stereo unspecified)	12	-6	0.5	-2.8	-2.7	-0.1	-9	1	-25
O=C1COc2ccc(C(=O)COC(=O)CNC(=O)c3ccco3)cc2N1	1	-8	1.4	0.1	-1.1	-0.8	2	-6	-10
CCOC(=O)c1ccc(NC(=O)Cn2cnc(S(=O)(=O)N3CCCC3)c2)cc1	-22	0	-0.5	-3.4	-3.5	0.0	7	/	42
CCN(C(=O)c1ccc(C(C)(C)C)cc1)c1nnc(Cn2nnc3ccccc32)s1	-17	8	4.8	-3.2	-5.8	6.6	-13	102*	1
COc1ccc(S(=O)(=O)N2CCC(n3cnc4ccccc43)CC2)cc1	-28	11	7.3	-2.1	-1.0	2.8	-10	-8	19
O=C(O)c1ccc(/C=C2\SC(=Nc3ccccc3)N(c3ccccc3)C2=O)cc1	-39	-13	1.0	-1.4	-2.7	0.9	8	-5	3
O=c1nc2ccccc2c2n1CC(CN1CCN(c3ccccc3F)CC1)N2 (stereo unspecified)	7	1	-0.7	-0.6	-3.3	-0.7	-8	-5	40
COc1cccc(NC(=O)Nc2nnc(Cc3ccc(F)cc3)s2)c1	-4	9	0.2	-1.7	-2.7	-0.8	-5	-9	11
C/C(=N\Nc1ccccn1)c1ccc2c(c1)OCO2	-9	-3	4.2	-2.1	-1.9	0.0	4	-6	9
CC1CCCN(CC(=O)Nc2cc(Cl)ccc2Oc2ccccc2)C1 (stereo unspecified)	0	-23	1.2	0.7	-1.2	-1.9	-20	-3	12
Cn1nc(C(=O)Nc2nc(-c3ccc(F)cc3)cs2)ccc1=O	-8	-6	11	-2.5	-4.3	11	-2	-6	32
COc1ccccc1NS(=O)(=O)c1ccc(O)c(C(=O)OCC(=O)c2ccc(Cl)cc2Cl)c1	-8	-6	-0.3	-0.3	-4.3	0.2	16	-5	13
COC(=O)/C=c1\sc2ncnn2c1=O	3	-5	0.8	-6.8	-6.8	1.2	-5	-5	10
CCC1(CC)Cc2ccccc2-c2nc(CN(C)C)[nH]c(=O)c21	-2	-20	1.5	-1.8	-1.2	0.5	-21	-13	24
C[C@@H]1ON(C2CCCCC2)[C@H]2c3nc4ccccc4n3C[C@@H]12	-18	-3	-1.7	-2.3	-4.1	-1.2	2	1	-11
Cc1ccc(C(=O)C(C)Oc2cccc(NC(=O)c3ccco3)c2)cc1 (stereo unspecified)	-26	-1	0.3	-2.4	-2.8	1.6	-6	2	-51
O=C(CS(=O)(=O)c1ccccc1)N1CCCCC1	-4	-15	0.4	-2.7	-2.7	0.1	5	-2	31
CC1CCC(NS(=O)(=O)c2cccc3nsnc23)CC1 (stereo unspecified)	-15	10	2.8	-3.2	-3.3	-1.4	0	-9	20
c1cc(CNCCCN2CCOCC2)ccn1	-2	5	0.2	-2.4	-3.0	0.4	4	-5	58
C=CCN(C(=O)CNC(=O)c1cccs1)C(C(=O)NC(C)(C)C)c1ccccc1 (stereo unspecified)	-16	-4	1.0	-2.9	-2.0	0.0	6	-6	54
O=C1CCC(C(=O)N2CCCCCC2)CN1CCc1ccc(Cl)cc1 (stereo unspecified)	-34	5	1.6	0.6	-0.6	0.4	-4	-5	20
COc1ccc(C(CC(=O)Nc2ccc(Cl)cc2F)NC(=O)C(F)(F)F)cc1 (stereo unspecified)	0	1	2.3	-2.6	-2.6	1.6	6	-6	-4
O=C(NCC1CCCO1)c1ccc(Cl)c(S(=O)(=O)Nc2ccccc2)c1 (stereo unspecified)	-11	14	1.2	0.3	-2.1	1.0	10	-2	8
O=C(Nc1ccc2oc(-c3ccc(Cl)c(Cl)c3)nc2c1)c1ncn[nH]1	-2	8	0.0	-5.2	-4.5	3.4	5	-2	15
COc1ccc(N2C(S)=C(C#N)C(=O)NC2c2ccco2)cc1 (stereo unspecified)	-4	-9	0.9	-3.3	-3.4	-0.9	1	-2	-11
O=C(O)CCCCc1nc2ccccc2s1	20	-3	0.7	-0.3	-2.2	0.5	1	-4	-15
O=S1(=O)CCN(C(CCO)c2cccc(C(F)(F)F)c2)CC1 (stereo unspecified)	-4	-10	0.9	-5.4	-3.1	0.9	7	-4	4
O=C(Nc1ccc(NC(=O)c2ccccc2Cl)cc1)c1cccnc1	-11	0	-0.3	0.0	0.6	0.9	-9	-7	15
CC1(C)CCC(C)(C)NC(=S)N1	6	-5	0.6	4.3	-1.0	-0.6	-8	-6&-5	-6
CCOc1ccc(-n2c(N)c(C(=O)NCc3cccnc3)sc2=S)cc1	-4	19	-0.8	-1.4	-2.2	0.6	0	-7	27
N/C(Cc1ccc([N+](=O)[O-])cc1)=N\OC(=O)C(c1ccccc1)c1ccccc1	1	-9	3.0	-1.1	-0.8	-0.1	-11	2	14
Cc1cccc(C)c1NC(=O)c1cc(S(=O)(=O)N2CCc3ccccc32)cn1C	-18	-4	-0.7	-4.4	-3.8	-2.8	15	/	44
COc1ccc(C(=O)Nc2cccc(OC)c2)cc1	-2	1	0.1	-0.9	1.0	-1.2	2	-3	-20
Cc1cc(=O)n2c(-c3ccccc3C)n[nH]c2n1	2	1	0.2	-0.2	-1.2	-0.3	-1	7	-16
CC1=NN(C(N)=S)C(=O)C1N=Nc1ccc(Cl)cc1Cl (stereo unspecified)	-15	0	/	-0.6	-2.1	/	17	-9	14
NC(=O)CCS(=O)(=O)c1ccc(Cl)cc1	4	2	1.1	-1.4	-0.6	0.0	-10	-3	33
CC(C)(C)NC(=O)CSc1nnc(-c2c[nH]c3ccccc23)o1	-9	-12	2.2	-2.0	-5.1	4.3	-5	4	14
CC1=C/C(=N\NC(=S)Nc2cccnc2)CC(C)(C)C1	-11	-8	/	-4.5	-4.7	/	2	4	-2
Cc1ccc(NC(=O)COc2ncnc3c(Cl)cc(Cl)cc23)cc1[N+](=O)[O-]	-2	-6	-0.2	-0.3	-4.4	-1.0	12	-1	-17

(further entries)
SMILES	DNA FID counter	GPR7 antagonist	V1aR counter	VIM-2 inhibitor	IMP-1 inhibitor	OXTR agonist	NS3 helicase inh	GalR3 antag	PHOSPHO1 block
Cn1c(CSCc2ccc(F)cc2)nnc1SCC(=O)Nc1nccs1	-17	8	8.3	-2.3	-3.5	11	7	-7	-16
Cc1cccc(C)c1NC1=NCCCCC1	-1	0	0.2	1.1	0.3	1.5	0	1	16
CSCC(=O)N1CCCC(N2CCN(c3ccc(F)cc3)CC2)C1 (stereo unspecified)	-16	-20	-0.9	-2.8	-2.5	0.3	6	-8	26
O=C(CN1CCCC1)NN=C(c1ccccc1)c1ccccc1	5	-12	-1.5	-3.8	-2.7	-0.5	-6	-9	28
O=C1/C(=C/c2ccco2)SC(=S)N1c1cccnc1	-15	1	/	0.4	1.5	/	14	0	61*
Cc1ccc(S(=O)(=O)N2CC(=NO)C2)cc1	-6	-10	-0.3	-5.0	-5.2	-1.2	5	0	-6

Five structures already listed, ordered by molar mass, smallest number first:
SMILES	DNA FID counter	GPR7 antagonist	V1aR counter	VIM-2 inhibitor	IMP-1 inhibitor	OXTR agonist	NS3 helicase inh	GalR3 antag	PHOSPHO1 block
Cc1cccc(C)c1NC1=NCCCCC1	-1	0	0.2	1.1	0.3	1.5	0	1	16
Cc1ccc(S(=O)(=O)N2CC(=NO)C2)cc1	-6	-10	-0.3	-5.0	-5.2	-1.2	5	0	-6
O=C(CN1CCCC1)NN=C(c1ccccc1)c1ccccc1	5	-12	-1.5	-3.8	-2.7	-0.5	-6	-9	28
Cc1ccc(NC(=O)COc2ncnc3c(Cl)cc(Cl)cc23)cc1[N+](=O)[O-]	-2	-6	-0.2	-0.3	-4.4	-1.0	12	-1	-17
Cn1c(CSCc2ccc(F)cc2)nnc1SCC(=O)Nc1nccs1	-17	8	8.3	-2.3	-3.5	11	7	-7	-16
